MrgX1 antagonist: blocks BAM8-22 activation of human MrgX1 receptor; Q96LB2; MRGX1-HEK293 calcium flux, Fluo-4, BAM8-22 antagonism; hits give low values; B-score at 10 µM; hit rate 1.3% among 310,000;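 active means calcium-response B-score plate-corrected more than 3 library SD below zero, starting fluorescence within 5 deviations, no agonist response on first addition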;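 further: peak minus trough fluorescence over baseline after final BAM8-22 challenge near maximal dose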
Target sequence (Q96LB2 whole entry, looked up): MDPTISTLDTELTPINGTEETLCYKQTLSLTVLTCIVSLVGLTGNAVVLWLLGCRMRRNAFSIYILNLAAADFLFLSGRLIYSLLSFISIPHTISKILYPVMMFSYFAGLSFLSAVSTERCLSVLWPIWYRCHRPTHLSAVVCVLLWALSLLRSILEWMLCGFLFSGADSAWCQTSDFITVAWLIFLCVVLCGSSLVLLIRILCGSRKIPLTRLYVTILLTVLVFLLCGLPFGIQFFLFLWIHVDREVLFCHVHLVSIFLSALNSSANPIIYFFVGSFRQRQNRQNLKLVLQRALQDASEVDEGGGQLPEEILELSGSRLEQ
TRPC4 potent: TRPC4 (mouse) allosteric potentiation. Q9QUQ5. HEK293 TRPC4beta/mu-opioid, DAMGO EC20, Fluo-4 Ca2+ flux; hits give high values. B-score at 10 µM. hit rate 0.42% among 310,000. AID 2227;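 active means B-score of calcium response area above 5 SD of library B-scores, with initial fluorescence ratio within 5 SD of library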;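 further: B-score of integrated fluorescence ratio over time as area under calcium response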
aSyn UTR inh: 5' untranslated region of α-synuclein, MLPCN primary screen | alpha-synuclein 5'UTR reporter, inhibitor activity | inhibition, % (tested at 7.5 µM) | hit rate 0.82% among 300,000 | AID 1813; in the data active means inhibition above about 60%;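 further: H4 neuroglioblastoma cells stably carrying SNCA 5'UTR luciferase fusion; 0% = DMSO wells and 100% = positive control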
TRPC6 activator: activates the mouse TRPC6 cation channel; HEK293-TRPC6 membrane potential dye fluorescence; hits give high values; B-score at 10 µM; hit rate 0.13% among 310,000; AID 2550;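 active means B-score of the integrated fluorescence ratio above library mean plus 3 SD, and starting fluorescence ratio within library mean plus 5 SD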;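 further: higher score means more depolarization so channel activation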
HIF act: HIF pathway transcriptional activation; hit rate 0.32% among 300,000; activation, % at 7.5 µM (by protocol); AID 1910; U2OS HRE-luciferase reporter, luminescence; normalized: DMSO 0%, desferrioxamine 100%;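 active means mean activation of at least 10% of the iron chelator positive control signal, with at least half of replicates also reaching 10%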
SKKanGAS inh: blocks kanamycin growth of S. pyogenes SKKanGAS strain; BacTiter-Glo, 6 h; inhibition, % at 7.5 µM; hit rate 1.3% among 300,000;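 active means mean replicate score, as percent of positive control median, at least 50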;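 further: strain carries kanamycin resistance gene driven by streptokinase promoter and grows in 40 µg/ml kanamycin; loss of luminescence reflects streptokinase promoter inhibition or plain growth inhibition; 0% = median of DMSO wells and 100% = positive control at its reference dose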
KLF5 inh: inhibitors of KLF5 expression. DLD-1 KLF5 promoter-luciferase reporter, luminescence. inhibition, % at 5 µM. hit rate 0.23% among 290,000. AID 1700;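 active means inhibition above a per-plate limit of that plate's mean compound inhibition plus 3 SD, cut at about 60% in these data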;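 further: 0% = DMSO wells and 100% = LY294002 at 200 µM; higher means less KLF5 promoter-driven luciferase light; inactives centre near -14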
IEC-6 tox: IEC-6 cytotoxicity, counter-screen for KLF5 inhibitors | luminescence viability | inhibition, % at 5 µM | hit rate 0.78% among 290,000 | AID 1825; in the data active means inhibition above about 22%;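 further: 0% = plate median of test compound wells and 100% = cytotoxic reference compound wells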
TRPC4 block: blocks the mouse TRPC4 cation channel | Q9QUQ5 | HEK293 TRPC4beta/mu-opioid, DAMGO-evoked Fluo4 calcium flux; hits give low values | B-score at 10 µM | hit rate 0.39% among 300,000 | AID 2247;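 active means B-score over 3 SD under the library average, no early fluorescence shift, positive overall ratio signal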
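Material: HEK293 cells with stable TRPC4beta plus mu-opioid receptor expression / Probe or stimulus: DAMGO in two steps, submaximal then maximal / Compound: single concentration per test compound / Technique: kinetic Fluo4 fluorescence imaging of calcium influx / Read-out: per-well B score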
TRPC6 inh: mouse TRPC6 channel inhibition; hit rate 1.1% among 310,000; B-score at 10 µM; Q61143; HEK293-TRPC6, membrane potential dye, ACh-evoked depolarization; hits give low values;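 active means B-score under library mean minus 3 SD, initial fluorescence not abnormally high, positive integrated signal ratio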;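 further: B-score derived from integrated fluorescence ratio over the kinetic read; more negative B-score means stronger inhibition of depolarization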
TRPC4 act: TRPC4 (mouse) channel activation | Q9QUQ5 | HEK293 TRPC4beta/mu-opioid, Fluo4 calcium fluorescence; hits give high values | B-score at 10 µM | hit rate 0.49% among 310,000 | AID 2237;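 active means B-score above 5 SD of library B-scores, and initial fluorescence ratio not above library mean plus 5 SD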;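 further: positive B-score marks a calcium rise read as TRPC4 activation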
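Technique: kinetic Fluo4 calcium fluorescence; Test system: TRPC4beta and mu-opioid receptor HEK293 stable cells; Measure: B-scored integrated calcium fluorescence ratio; Benchmarks: low control buffer alone, high control maximal DAMGO; Schedule: 45 min room-temperature Fluo4 loading, 110 s read.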
An asterisk follows results filed as active. The order is random. About 5.8% of those tested had a hit in this group.

O=c1oc(-c2ccc([N+](=O)[O-])cc2)nc2ccccc12 was read as MrgX1 antagonist inactive, TRPC4 potent inactive, aSyn UTR inh -27, TRPC6 activator inactive, HIF act 0.4, SKKanGAS inh 3, KLF5 inh -21, IEC-6 tox -6, TRPC4 block inactive, TRPC6 inh inactive and TRPC4 act inactive.
`COc1ccc(CN(C(=O)CSc2nnc(-c3ccc(F)cc3)o2)c2ccc(F)cc2)cc1` gave MrgX1 antagonist inactive, TRPC4 potent inactive, aSyn UTR inh 10, TRPC6 activator inactive, HIF act 0.1, SKKanGAS inh 8, KLF5 inh -23, IEC-6 tox -1, TRPC4 block inactive, TRPC6 inh inactive and TRPC4 act inactive.
Screening Cc1cccc(N2CCN(C(=S)Nc3ccc4nc5n(c(=O)c4c3)CCCCC5)CC2)c1C returned MrgX1 antagonist inactive, TRPC4 potent inactive, TRPC6 activator inactive, KLF5 inh -13, IEC-6 tox 1, TRPC4 block inactive, TRPC6 inh inactive and TRPC4 act inactive.
For NNC(=O)c1cc(-c2ccc(O)cc2)nc2ccc(Br)cc12 the results were MrgX1 antagonist inactive, TRPC4 potent inactive, aSyn UTR inh -8, TRPC6 activator inactive, HIF act -0.3, SKKanGAS inh 17, KLF5 inh -18, IEC-6 tox 2, TRPC4 block inactive, TRPC6 inh inactive and TRPC4 act inactive.
`Cc1ccc(S(=O)(=O)N2CCN(C(=O)c3cccc(F)c3)CC2)cc1` gave MrgX1 antagonist inactive, TRPC4 potent inactive, aSyn UTR inh 1, TRPC6 activator inactive, HIF act 1.1, SKKanGAS inh 0, KLF5 inh -15, IEC-6 tox -3, TRPC4 block inactive, TRPC6 inh -6.1* and TRPC4 act inactive.
`CCCc1nc2c(sc3nc4c(cc32)COC(C)(C)C4)c(=O)n1CCN(CC)CC` gave MrgX1 antagonist inactive, TRPC4 potent inactive, aSyn UTR inh -20, TRPC6 activator inactive, HIF act 0.0, SKKanGAS inh -4, KLF5 inh -4, IEC-6 tox 3, TRPC4 block inactive, TRPC6 inh inactive and TRPC4 act inactive.
`Cc1ccc(S(=O)(=O)N(CC(=O)NCCSCc2ccco2)c2cc(C)ccc2C)cc1` gave MrgX1 antagonist inactive, TRPC4 potent inactive, aSyn UTR inh 21, TRPC6 activator inactive, HIF act 1.1, SKKanGAS inh 5, KLF5 inh -25, IEC-6 tox 2, TRPC4 block inactive, TRPC6 inh inactive and TRPC4 act inactive.
Screening CC1CC(C)CN(C(=O)C2CC(=O)N(c3ccc(F)cc3)C2)C1 (stereo not drawn) returned MrgX1 antagonist inactive, TRPC4 potent inactive, aSyn UTR inh 10, TRPC6 activator inactive, HIF act 0.0, SKKanGAS inh -1, KLF5 inh -20, IEC-6 tox 6, TRPC4 block inactive, TRPC6 inh inactive and TRPC4 act inactive.
For O=C(NNC(=O)c1ccccc1Br)c1ccc2nc[nH]c2c1 the results were MrgX1 antagonist inactive, TRPC4 potent inactive, aSyn UTR inh 1, TRPC6 activator inactive, HIF act -13, SKKanGAS inh 3, KLF5 inh -35, IEC-6 tox -8, TRPC4 block inactive, TRPC6 inh inactive and TRPC4 act inactive.
Cc1[nH]c2ccccc2c1C(=O)CSC(=S)N(C)C was read as MrgX1 antagonist inactive, TRPC4 potent inactive, aSyn UTR inh -76, TRPC6 activator inactive, HIF act 1.2, SKKanGAS inh -12, KLF5 inh -46, IEC-6 tox -2, TRPC4 block inactive, TRPC6 inh inactive and TRPC4 act inactive.
Screening Cc1nn(-c2ccccc2)nc1C(=O)NNC(=O)c1cccc2ccccc12 returned MrgX1 antagonist inactive, TRPC4 potent inactive, aSyn UTR inh 12, TRPC6 activator inactive, HIF act 0.0, SKKanGAS inh 6, KLF5 inh -26, IEC-6 tox 2, TRPC4 block inactive, TRPC6 inh inactive and TRPC4 act inactive.
`CC1CCC/C(=C\Nc2ccc(C(=O)O)c(O)c2)C1=O` (stereo not drawn) gave MrgX1 antagonist inactive, TRPC4 potent inactive, aSyn UTR inh -37, TRPC6 activator inactive, HIF act 0.2, SKKanGAS inh 1, KLF5 inh -3, IEC-6 tox -4, TRPC4 block inactive, TRPC6 inh inactive and TRPC4 act inactive.
For COC(=O)c1ccc(C(=O)N(C)C2CCCN(Cc3ccccc3F)C2)nc1 (stereo not drawn) the results were MrgX1 antagonist inactive, TRPC4 potent inactive, aSyn UTR inh -20, TRPC6 activator inactive, HIF act 1.4, SKKanGAS inh 3, KLF5 inh 25, IEC-6 tox 5, TRPC4 block inactive, TRPC6 inh inactive and TRPC4 act inactive.
Screening Cc1c(C(=O)N2CCCCC2)c(S(=O)(=O)NCCc2ccccc2)c(C)n1C returned MrgX1 antagonist inactive, TRPC4 potent inactive, aSyn UTR inh -21, TRPC6 activator inactive, HIF act 0.6, SKKanGAS inh -3, KLF5 inh -9, IEC-6 tox -10, TRPC4 block inactive, TRPC6 inh inactive and TRPC4 act inactive.
CCOC(=O)N1CCN(S(=O)(=O)c2ccc(OCC)cc2)CC1 was read as MrgX1 antagonist inactive, TRPC4 potent inactive, aSyn UTR inh -8, TRPC6 activator inactive, HIF act 0.1, SKKanGAS inh 1, KLF5 inh -6, IEC-6 tox 0, TRPC4 block inactive, TRPC6 inh -6.2* and TRPC4 act inactive.

An excerpt taken from the entries so far, as a working copy:
Screening Cc1c(C(=O)N2CCCCC2)c(S(=O)(=O)NCCc2ccccc2)c(C)n1C returned MrgX1 antagonist inactive, TRPC4 potent inactive, aSyn UTR inh -21, TRPC6 activator inactive, HIF act 0.6, SKKanGAS inh -3, KLF5 inh -9, IEC-6 tox -10, TRPC4 block inactive, TRPC6 inh inactive and TRPC4 act inactive.
CCOC(=O)N1CCN(S(=O)(=O)c2ccc(OCC)cc2)CC1 was read as MrgX1 antagonist inactive, TRPC4 potent inactive, aSyn UTR inh -8, TRPC6 activator inactive, HIF act 0.1, SKKanGAS inh 1, KLF5 inh -6, IEC-6 tox 0, TRPC4 block inactive, TRPC6 inh -6.2* and TRPC4 act inactive.

Other records follow:
For CN(C)C1=NCCN1CCC1CCCC1 the results were MrgX1 antagonist inactive, TRPC4 potent inactive, aSyn UTR inh -3, TRPC6 activator inactive, HIF act -0.3, SKKanGAS inh 2, KLF5 inh 5, IEC-6 tox 3, TRPC4 block inactive, TRPC6 inh inactive and TRPC4 act inactive.
For CC1(C)N=c2ccc([N+](=O)[O-])c(N)c2=[N+]1[O-] the results were MrgX1 antagonist inactive, TRPC4 potent inactive, aSyn UTR inh 21, TRPC6 activator inactive, HIF act -0.6, SKKanGAS inh 12, KLF5 inh -12, IEC-6 tox -2, TRPC4 block inactive, TRPC6 inh inactive and TRPC4 act inactive.
Screening C=CCn1c(SCc2ccc(F)cc2)nnc1-c1sc2nc(C)cc(C)c2c1N returned MrgX1 antagonist inactive, TRPC4 potent inactive, aSyn UTR inh 23, TRPC6 activator inactive, HIF act -0.2, SKKanGAS inh 4, KLF5 inh 16, IEC-6 tox -4, TRPC4 block inactive, TRPC6 inh inactive and TRPC4 act inactive.
Screening O=S(=O)(NC1=NCCC1)c1ccc(F)cc1 returned MrgX1 antagonist inactive, TRPC4 potent inactive, aSyn UTR inh -9, TRPC6 activator inactive, HIF act 0.7, SKKanGAS inh 1, KLF5 inh -7, IEC-6 tox -1, TRPC4 block inactive, TRPC6 inh inactive and TRPC4 act inactive.
`COCCCNC(=O)CSc1c2c(nc3ccc(Cl)cc13)CCCC2` gave MrgX1 antagonist inactive, TRPC4 potent inactive, aSyn UTR inh -6, TRPC6 activator inactive, HIF act 0.1, SKKanGAS inh 1, KLF5 inh -5, IEC-6 tox 6, TRPC4 block inactive, TRPC6 inh inactive and TRPC4 act inactive.
`CC(CN1CCC(O)CC1)c1ccccc1` (stereo not drawn) gave MrgX1 antagonist inactive, TRPC4 potent inactive, aSyn UTR inh 3, TRPC6 activator inactive, HIF act -0.1, SKKanGAS inh -1, KLF5 inh -35, IEC-6 tox 2, TRPC4 block inactive, TRPC6 inh inactive and TRPC4 act inactive.
CCOc1ccc(CN(C)C(=O)CNC(=O)C2CCCCC2)cc1OC was read as MrgX1 antagonist inactive, TRPC4 potent inactive, aSyn UTR inh 7, TRPC6 activator inactive, HIF act -0.9, SKKanGAS inh -4, KLF5 inh 1, IEC-6 tox -1, TRPC4 block inactive, TRPC6 inh inactive and TRPC4 act inactive.
CCn1c(CC(=O)Nc2cccc(OC)c2)nnc1SCC(=O)N1CCN(c2ccccc2)CC1 was read as MrgX1 antagonist inactive, TRPC4 potent inactive, aSyn UTR inh 20, TRPC6 activator inactive, HIF act -0.3, SKKanGAS inh 0, KLF5 inh -6, IEC-6 tox -4, TRPC4 block inactive, TRPC6 inh inactive and TRPC4 act inactive.
Cc1nn(-c2ccc(F)cc2)c(Cl)c1/C=C(\CCC(=O)O)c1nc2ccccc2s1 was read as MrgX1 antagonist inactive, TRPC4 potent inactive, aSyn UTR inh -13, TRPC6 activator inactive, HIF act -0.6, SKKanGAS inh 15, KLF5 inh -29, IEC-6 tox -4, TRPC4 block inactive, TRPC6 inh inactive and TRPC4 act inactive.
For Cn1c(=O)[nH]c(=O)c2c1nc(SCC(O)CO)n2CCCc1ccccc1 (stereo not drawn) the results were MrgX1 antagonist inactive, TRPC4 potent inactive, aSyn UTR inh -1, TRPC6 activator inactive, HIF act 1.0, SKKanGAS inh 2, KLF5 inh 1, IEC-6 tox -1, TRPC4 block inactive, TRPC6 inh inactive and TRPC4 act inactive.
`O=C(c1ccccc1CCc1ccccc1)N1CCOCC1` gave MrgX1 antagonist inactive, TRPC4 potent inactive, aSyn UTR inh 1, TRPC6 activator inactive, HIF act -0.1, SKKanGAS inh 0, KLF5 inh -35, IEC-6 tox 0, TRPC4 block inactive, TRPC6 inh inactive and TRPC4 act inactive.
For CCc1ccc(S(=O)(=O)NC2CCCCNC2=O)cc1 (stereo not drawn) the results were MrgX1 antagonist inactive, TRPC4 potent inactive, aSyn UTR inh -4, TRPC6 activator inactive, HIF act -1.1, SKKanGAS inh 3, KLF5 inh -31, IEC-6 tox -3, TRPC4 block inactive, TRPC6 inh inactive and TRPC4 act inactive.
Screening C/C(=N\OC(=O)c1c(-c2ccccc2Cl)noc1C)c1ccncc1 returned MrgX1 antagonist inactive, TRPC4 potent inactive, aSyn UTR inh -14, TRPC6 activator inactive, HIF act -1.1, SKKanGAS inh -3, KLF5 inh -20, IEC-6 tox 0, TRPC4 block inactive, TRPC6 inh inactive and TRPC4 act inactive.

Compound activity deposited in PubChem by several laboratories.
